High-throughput results from PubChem.
RBBP9 inhibitor = inhibitors of human serine hydrolase RBBP9. AID 1515. O75884. inhibition, % at 7.94 µM. 0.2% of 220,000 active. recombinant RBBP9, FP-Rh probe fluorescence polarization;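 active = inhibition above the campaign mean of all tested compounds plus 3 SD, cut at about 14% in these data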;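 note: plate controls were DMSO wells with RBBP9 for no effect and wells lacking RBBP9 protein for full effect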
Target sequence (O75884 whole entry, looked up): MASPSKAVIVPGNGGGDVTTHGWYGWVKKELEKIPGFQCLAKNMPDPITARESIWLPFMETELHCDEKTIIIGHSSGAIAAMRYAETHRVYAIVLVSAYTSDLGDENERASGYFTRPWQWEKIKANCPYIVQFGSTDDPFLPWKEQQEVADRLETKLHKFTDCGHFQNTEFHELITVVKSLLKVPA
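system = RBBP9 protein | input = RBBP9 at 2.5 µM in dispensed solution, before mixing | measured by = fluorescence polarization (mP), excitation 525 nm, emission 598 nm | incubation = enzyme-compound preincubation 30 min, then probe labeling 45 min, 25 °C | buffer or medium = Tris-NaCl-Pluronic buffer, pH 8.0 | compound = single dose 7.94 µM | also added = FP-Rh probe, 375 nM dispensing solution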
Runt-CBFb FRET = Runt domain-CBFb interaction inhibition; Q01196+Q13951; Cerulean-Runt/Venus-CBFb FRET ratio 530/480, 1 h; inhibition, % at 20 µM; 0.46% of 220,000 active; AID 1496;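 active = inhibition over about 50% at 20 µM in the single-dose screen, limit read from the data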;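 note: 0% = DMSO wells and 100% = excess unlabeled CBFb competitor control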
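Measured by: fluorescence energy transfer, 422 nm excitation, 530/480 nm emission; test system: Cerulean-tagged RUNX1 Runt domain (FRET donor) fusion protein; buffer or medium: Tris pH 7.5 buffer with BSA; compound: one dose, 20 µM compound, 1% DMSO; times: two 1 h room-temperature incubations shielded from light; benchmarks: unlabeled CBFb 5 µM, positive control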
NPY1 pot ag = potentiates or activates human NPY-Y1 receptor; 0.37% of 220,000 active; activation, % at 3.6 µM; NPY-Y1 expressing cells, potentiator/agonist activation; P25929; in the data active = activation above about 33%, passing the limit was not always enough;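 note: cells stimulated with NPY at EC10 then isoproterenol at EC100; 0% = low agonist plus stimulus and 100% = saturating agonist plus stimulus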
Target sequence (P25929 whole entry, looked up): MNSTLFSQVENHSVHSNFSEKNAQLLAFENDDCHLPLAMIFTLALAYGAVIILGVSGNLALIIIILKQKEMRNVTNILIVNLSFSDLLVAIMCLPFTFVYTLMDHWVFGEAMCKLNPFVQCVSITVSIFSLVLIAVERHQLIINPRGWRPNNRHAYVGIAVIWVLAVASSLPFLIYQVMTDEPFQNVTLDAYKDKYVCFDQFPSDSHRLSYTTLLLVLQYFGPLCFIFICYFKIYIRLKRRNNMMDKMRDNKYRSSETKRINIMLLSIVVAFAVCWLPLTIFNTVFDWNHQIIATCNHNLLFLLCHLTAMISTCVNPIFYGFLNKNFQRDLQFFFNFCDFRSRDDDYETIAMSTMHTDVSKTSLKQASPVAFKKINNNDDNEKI
NPY2 pot ag = human NPY-Y2 potentiation or agonism, primary screen; P49146; cells expressing NPY-Y2, potentiator/agonist read-out; activation, % at 3.6 µM; 0.45% of 220,000 active; AID 1359; in the data active = activation above about 27%;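 note: cells stimulated with NPY near EC25 plus isoproterenol at EC100; 0% = vehicle plus submaximal agonist and 100% = vehicle plus saturating agonist; some results beyond the cut were filed as inactive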
NPY-Y1 antag = NPY-Y1 (human) receptor antagonism. P25929. HEK293-CNG Y1 cells, membrane potential fluorescence; NPY at EC95, then isoproterenol. inhibition, % at 3.6 µM. 1% of 200,000 active. AID 1040;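 active = inhibition above the campaign mean inhibition of all tested compounds plus 3 SD, cut at about 20% in these data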;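 note: 0% = DMSO wells given NPY plus isoproterenol and 100% = isoproterenol alone without NPY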
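Material: HEK293 cells co-expressing NPY Y1 receptor and cyclic-nucleotide gated channel. Timing: compound incubation 1 h at room temperature, readout 45 min post-stimulation. Signal: fluorescence, membrane potential probe.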
MDM2 E3 inh = inhibitors of human Mdm2 E3 ubiquitin ligase. Q00987. cell-based MDM2 ubiquitination luciferase reporter, 2 h; 0 = plate control, 100 = twice control, blank-subtracted. signal enhancement, % at 5 µM. 0.11% of 210,000 active;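 active = signal enhancement of 30% or more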;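 note: luminescence tracks abundance of the self-degrading MDM2-luciferase fusion protein; higher signal means inhibition of MDM2 E3 ligase activity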
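Material: stable MDM2–luciferase fusion reporter cells / Quantity: 2000 cells/well / Dosing: single 5 µM compound dose, 0.2% final DMSO / Buffer or medium: DMEM / Schedule: 4 h cell settling then 2 h compound exposure, 37 °C / Detection: luminescence with SteadyLite reagent, 15 min at room temperature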
p97 ATPase inh = inhibitors of human p97 ATPase | P55072 | AID 1481 | inhibition, % at 8 µM | recombinant p97 ATPase, Kinase-Glo ATP luminescence, 3 h | 0.42% of 220,000 active; in the data active = inhibition above about 15%;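 note: 0% = DMSO vehicle and 100% = wells lacking enzyme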
Runt-SMMHC FRET = Runt domain-CBFb-SMMHC interaction inhibition; Cerulean-Runt/Venus-CBFb-SMMHC FRET ratio 530/480, 1 h; inhibition, % at 20 µM; 0.74% of 220,000 active;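 active = mean inhibition across duplicate retests at 20 µM reaching about 50%, limit read from the data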;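 note: 0% = DMSO wells and 100% = wells with excess untagged CBFb-SMMHC; inhibitors lower the FRET ratio by blocking Runt binding to CBFb-SMMHC; some results filed as inactive read as strong as hits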
Hck Nef HTS = inhibitors of human Hck kinase activated by Nef | P08631 | Recombinant Hck-YEEI plus Nef, Z-Lyte FRET kinase assay | inhibition, % at 20 µM | 0.68% of 220,000 active;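 active = Hck-Nef kinase inhibition above about 50%, limit read from the data; inactive = inhibition below that limit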;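 note: 0% = DMSO with Hck plus Nef and 100% = Hck alone without Nef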
Target sequence (P08631 whole entry, looked up): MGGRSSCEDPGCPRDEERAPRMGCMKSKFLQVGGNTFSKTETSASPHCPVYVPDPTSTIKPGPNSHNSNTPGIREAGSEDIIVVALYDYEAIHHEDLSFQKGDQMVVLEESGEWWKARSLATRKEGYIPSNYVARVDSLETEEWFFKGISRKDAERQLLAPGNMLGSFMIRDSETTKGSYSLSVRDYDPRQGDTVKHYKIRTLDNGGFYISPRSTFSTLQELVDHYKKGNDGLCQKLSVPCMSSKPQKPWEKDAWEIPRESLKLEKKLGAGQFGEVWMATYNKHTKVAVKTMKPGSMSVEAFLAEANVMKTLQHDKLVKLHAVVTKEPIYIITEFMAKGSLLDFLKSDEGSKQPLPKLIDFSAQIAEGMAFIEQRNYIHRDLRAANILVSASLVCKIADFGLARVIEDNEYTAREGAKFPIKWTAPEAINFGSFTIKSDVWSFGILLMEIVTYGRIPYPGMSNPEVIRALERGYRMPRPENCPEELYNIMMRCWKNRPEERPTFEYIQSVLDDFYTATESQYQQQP
Starred values were filed as active, the others as inactive; / = no result given.

cpd	RBBP9 inhibitor	Runt-CBFb FRET	NPY1 pot ag	NPY2 pot ag	NPY-Y1 antag	MDM2 E3 inh	p97 ATPase inh	Runt-SMMHC FRET	Hck Nef HTS	structure
1	-5	17	-10	-3	8	-13	-3	14	6	CCOC(=O)c1cc(CC)sc1N1C(=O)CC(Sc2ccccc2C(=O)O)C1=O (stereo unspecified)
2	3	0	4	-3	0	3	1	-2	17	O=C(CCc1nnc(CCCCc2ccccc2)o1)N1CCC(N2CCCC2)CC1
3	-2	-1	-5	-23	8	-1	2	3	8	CCn1c(C)nc2cc(C(=O)NNC(=O)Nc3cccc(Cl)c3)ccc21
4	-2	1	8	-4	2	-4	0	-2	3	CCN1CCN(C(=O)CSc2cc(=O)n(C)c3ccccc23)CC1
5	1	-2	6	-5	-4	-31	1	0	19	Cc1cccc(N2CCN(C(=O)/C=C/c3cccs3)CC2C)c1 (stereo unspecified)
6	-8	-6	17	26	2	-15	2	-6	-2	COc1ccc(Cl)cc1NC(=O)CSc1nnc(Cc2cccn2C)n1-c1ccc(F)cc1
7	-4	0	12	-17	-2	-18	0	-1	-6	CCCC(=O)Nc1ccc(Cl)c(NC(=O)c2ccc(Br)o2)c1
8	-6	2	5	1	-1	-17	-3	-8	-1	COc1ccc(CCNC(=O)CN(c2ccccc2)S(C)(=O)=O)cc1OC
9	-4	1	-8	-4	-1	-13	-5	1	-2	CCCC(C)NC(=O)C1CCN(S(=O)(=O)c2ccccc2)CC1 (stereo unspecified)
10	-5	35	27	11	-2	-2	3	-4	1	COC(=O)c1sc(=S)n(-c2cc(F)ccc2F)c1N
11	-6	-1	-15	-7	-6	-9	-8	-3	-1	Cc1ccc2cc(CN(CCCO)S(=O)(=O)c3cccc4nsnc34)c(=O)[nH]c2c1C
12	-5	0	8	0	-2	3	5	-44	5	COc1ccc(CC(=O)NNc2ncnc3c2cnn3C)cc1
13	-2	-4	-8	-16	-3	-5	2	-11	-8	CN1C2C=C3C(C#N)=C(N)C(C#N)(C#N)C(c4ccc(Br)cc4)C3C1CC2 (stereo unspecified)
14	0	0	10	2	-5	-5	2	3	0	CC(c1ccccc1)N1CCn2c(nc3cc(NS(C)(=O)=O)ccc32)C1 (stereo unspecified)
15	-15	2	-12	-5	/	-52	-4	3	-7	O=C(NCc1ccccc1)C(=O)Nc1cccc(C(=O)O)c1
16	-2	4	-17	-14	5	-10	-15	36	0	NC(=O)c1ccccc1N/C=C/C(=O)c1ccc(Cl)cc1
17	5	-1	4	2	-3	-58	0	-1	-10	O=C1CC(N2CCC(c3nc4ccccc4o3)CC2)C(=O)N1c1ccc(F)cc1 (stereo unspecified)
18	-6	3	-11	4	-2	-4	0	2	7	O=C(Nc1cccnc1N1CCOCC1)c1ccco1
19	-3	0	2	-11	-3	-21	0	0	2	CCOC(=O)c1[nH]c(C)c(C(=O)N2CCOCC2)c1C
20	-2	/	3	4	3	/	3	/	11	CCOC(=O)c1cn2c3c(c(F)c(F)cc3c1=O)SC(N1CCOCC1)=N2
21	-8	-2	-9	-8	-2	-8	1	2	-1	COc1ccc(CCNC(=O)c2cnn(-c3ccc(C)c(C)c3)c2NC(=O)c2ccco2)cc1OC
22	-1	-1	8	-5	1	-3	2	1	-15	CC(Nc1n[nH]c(=O)[nH]c1=O)C(=O)N/N=C/c1cccs1 (stereo unspecified)
23	-10	-1	1	-2	4	-2	-1	4	16	COc1ccccc1C(=O)C1CCCN(Cc2cccc3nccnc23)C1 (stereo unspecified)
24	-9	0	-22	5	/	-11	-3	2	13	COc1ccccc1/C=C\C(=O)NCC(=O)N/N=C(\C)Cc1ccccc1
25	-6	-1	25	-8	0	-12	-5	0	2	Cc1ccc(N(CN2CCCC2=O)C(=O)c2ccc(C)c(C)c2)cc1

Continued.
cpd	RBBP9 inhibitor	Runt-CBFb FRET	NPY1 pot ag	NPY2 pot ag	NPY-Y1 antag	MDM2 E3 inh	p97 ATPase inh	Runt-SMMHC FRET	Hck Nef HTS	structure
26	-7	0	-20	12	15	-6	1	0	3	CCC(=O)N(Cc1ccc2c(c1)OCO2)Cc1cc2cc(OC)ccc2[nH]c1=O
27	-8	-1	3	-3	1	-12	-3	1	22	COc1ccc(C(C)=O)cc1CSc1nncn1C
28	-8	-7	-21	5	0	-5	0	3	-11	CCCn1cc(S(=O)(=O)CC(=O)NC2CCCCC2)c2ccccc21
29	-1	-7	-1	0	3	-3	3	-4	2	CC(C)c1cc(C(C)C)c(S(=O)(=O)NNC(=O)c2ccncc2)c(C(C)C)c1
30	-1	-1	3	3	-2	-18	0	0	-2	FC(F)Sc1ccc(NC(=S)NCC2CCCCC2)cc1
31	20*	31	-1	3	/	/	1	24	-7	O=C1c2ccccc2C(=O)N1/N=C/c1ccc(O)c(O)c1O
32	-1	3	-1	-8	2	-10	1	0	-3	CC(C)CNC(=O)COC(=O)CCC(=O)c1cccs1
33	-6	-2	0	11	4	-9	-5	2	-2	Cc1nn(-c2cc(N(S(C)(=O)=O)S(C)(=O)=O)c(Cl)cc2Cl)c(=O)n1C
34	-3	-2	-33	-18	0	-1	-5	0	-35	COC(=O)c1c(NC(=O)COC(=O)[C@@H](NS(=O)(=O)c2cccc(Cl)c2)C(C)C)sc2c1CCC2
35	-13	19	6	-13	3	-3	19*	12	64*	Cc1ccc(/C=C/C2=Cc3c(sc(NC(=O)CSc4n[nH]c(N)n4)c3C#N)C(C)(C)C2)o1
36	-8	0	17	-4	/	9	4	0	-5	CC(=O)Nc1ccc(C)c(NS(=O)(=O)c2cccc(C(F)(F)F)c2)c1
37	-11	1	7	8	-2	-4	1	-6	2	Cc1nnc(SC(C(=O)Nc2cc(Cl)cc(Cl)c2)c2ccccc2)[nH]c1=O (stereo unspecified)
38	-8	0	-1	-9	8	-11	3	3	14	CCC(CC)N1CCN(CC2CC=CCC2)CC1 (stereo unspecified)
39	-11	-2	14	13	/	1	3	2	16	COc1ccccc1Cn1c(C(C)C)nc2ccccc21
40	/	1	/	/	/	-13	/	-4	20	C=C(C)C1CCC2(C(=O)O)CCC3(C)C(CCC4C5(C)C(C=O)C(O)C(C)(C)C5CCC43C)C12 (stereo unspecified)
41	-3	-1	3	-10	1	/	10	3	-6	COCCn1c(COc2ccccc2)nnc1SCC(N)=O
42	-4	-2	3	4	0	8	3	-3	19	COCCOC(=O)c1c(C)oc2ccc(NS(=O)(=O)c3cccs3)cc12
43	3	3	-4	6	-3	/	1	3	7	Cc1nc2cc(NC(=O)N3c4ccccc4CC3C)ccc2o1 (stereo unspecified)
44	-4	-7	11	14	4	-2	0	-3	5	CCOC(=O)C1NN=C(C(=O)c2ccc(C)cc2)C1c1ccc(C)cc1 (stereo unspecified)
45	-4	2	-5	-1	16	-15	-1	3	-4	Cc1cc(NC(=O)CSc2nnc(Cc3cccn3C)n2CCc2ccccc2)no1
46	-1	1	2	-22	/	-12	-4	-1	15	C/C(=N/NS(=O)(=O)c1ccc(C)cc1)[C@H]1C[C@@H]1c1ccccc1
47	-14	-3	9	0	7	4	2	2	19	Cc1nn(Cc2ccccc2)c(Cl)c1/C=C/C(=O)OCC(=O)N1CCCC1=O
48	-3	-3	13	7	11	0	2	4	5	Cc1ccc(S(=O)(=O)N(C)c2ccccc2C(=O)NC2CCCC2)cc1
49	-5	6	-3	0	0	-9	-2	0	-1	O=S(=O)(Nc1ccc(O)cc1)c1cccc2cccnc12
50	8	84*	5	3	-7	3	5	-2	-4	COCCn1nnnc1SCC(=O)c1ccccc1

Runt-CBFb FRET: entries above that show a hit
cpd	RBBP9 inhibitor	Runt-CBFb FRET	NPY1 pot ag	NPY2 pot ag	NPY-Y1 antag	MDM2 E3 inh	p97 ATPase inh	Runt-SMMHC FRET	Hck Nef HTS	structure
50	8	84*	5	3	-7	3	5	-2	-4	COCCn1nnnc1SCC(=O)c1ccccc1

An excerpt from above in order of their number in Runt-SMMHC FRET, low to high.
| nr | structure | RBBP9 inhibitor | Runt-CBFb FRET | NPY1 pot ag | NPY2 pot ag | NPY-Y1 antag | MDM2 E3 inh | p97 ATPase inh | Runt-SMMHC FRET | Hck Nef HTS |
| --- | --- | --- | --- | --- | --- | --- | --- | --- | --- | --- |
| 29 | CC(C)c1cc(C(C)C)c(S(=O)(=O)NNC(=O)c2ccncc2)c(C(C)C)c1 | -1 | -7 | -1 | 0 | 3 | -3 | 3 | -4 | 2 |
| 34 | COC(=O)c1c(NC(=O)COC(=O)[C@@H](NS(=O)(=O)c2cccc(Cl)c2)C(C)C)sc2c1CCC2 | -3 | -2 | -33 | -18 | 0 | -1 | -5 | 0 | -35 |
| 24 | COc1ccccc1/C=C\C(=O)NCC(=O)N/N=C(\C)Cc1ccccc1 | -9 | 0 | -22 | 5 | / | -11 | -3 | 2 | 13 |

(continued)
cpd	RBBP9 inhibitor	Runt-CBFb FRET	NPY1 pot ag	NPY2 pot ag	NPY-Y1 antag	MDM2 E3 inh	p97 ATPase inh	Runt-SMMHC FRET	Hck Nef HTS	structure
51	-6	-2	7	4	-2	-28	3	2	-1	COC(=O)c1ccc(CN2C(=O)NC3(CCCCC3C)C2=O)o1 (stereo unspecified)
52	-6	1	-13	4	/	-2	-5	-1	21	Cn1nc(C(F)(F)F)c(-c2ccc(Br)cc2)c1NC(=O)c1nccnc1C(=O)O
53	-2	0	-16	-17	/	-5	2	-2	-6	CSc1ccc(CNc2nc3ccccc3n3cnnc23)cc1
54	6	42	20	20	1	2	2	23	1	CCc1cc(N2CCOCC2)cc2c1[nH]c1ccccc12

Among those listed so far, 4 contain a COOH group.
cpd	RBBP9 inhibitor	Runt-CBFb FRET	NPY1 pot ag	NPY2 pot ag	NPY-Y1 antag	MDM2 E3 inh	p97 ATPase inh	Runt-SMMHC FRET	Hck Nef HTS	structure
1	-5	17	-10	-3	8	-13	-3	14	6	CCOC(=O)c1cc(CC)sc1N1C(=O)CC(Sc2ccccc2C(=O)O)C1=O (stereo unspecified)
15	-15	2	-12	-5	/	-52	-4	3	-7	O=C(NCc1ccccc1)C(=O)Nc1cccc(C(=O)O)c1
40	/	1	/	/	/	-13	/	-4	20	C=C(C)C1CCC2(C(=O)O)CCC3(C)C(CCC4C5(C)C(C=O)C(O)C(C)(C)C5CCC43C)C12 (stereo unspecified)
52	-6	1	-13	4	/	-2	-5	-1	21	Cn1nc(C(F)(F)F)c(-c2ccc(Br)cc2)c1NC(=O)c1nccnc1C(=O)O
